# EPAC1 antagonist = antagonists of human EPAC1; O95398; EPAC1 GEF assay, Rap1b-BODIPY-GDP exchange fluorescence; Potency, µM (highest dose often 115 µM), without a hit: top-dose activity change, negative = inhibition, hits mostly inhibitors; 360,000 compounds, 0.14% hits; AID 720709;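 also: plate controls were vehicle for no effect and positive control for full effect; nearly all actives have a fitted effect of over 50% in size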
# EPAC1 ag = activates human EPAC1 exchange factor; AID 720707; Potency, µM (series often up to 154 µM), for inactives: top-dose activation, most hits filed as activators; 360,000 compounds, 0.073% hits; EPAC1 agonist qHTS, biochemical assay; response scale: 100% = response to 6.5 mM cAMP; O95398; also: nearly all actives have a fitted effect of over 60% in size
#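 Multi-concentration qHTS readout: loss of Rap1B-bound BODIPY-GDP fluorescence driven by 100 nM EPAC1 with excess GDP (50 uM), monitored kinetically at room temperature; agonist response expressed relative to 6.5 mM cAMP.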
# EPAC2 agonist = activates human EPAC2 exchange factor. Potency, µM (series often up to 154 µM), for the others: top-dose activation, actives largely listed as activators. EPAC2 activation, biochemical qHTS; response scale: 100% = 6.5 mM cAMP response. AID 720711. Q8WZA2. 360,000 compounds, 0.079% hits; also: nearly all actives have a fitted effect of over 50% in size
# Target sequence (Q8WZA2 whole entry, looked up): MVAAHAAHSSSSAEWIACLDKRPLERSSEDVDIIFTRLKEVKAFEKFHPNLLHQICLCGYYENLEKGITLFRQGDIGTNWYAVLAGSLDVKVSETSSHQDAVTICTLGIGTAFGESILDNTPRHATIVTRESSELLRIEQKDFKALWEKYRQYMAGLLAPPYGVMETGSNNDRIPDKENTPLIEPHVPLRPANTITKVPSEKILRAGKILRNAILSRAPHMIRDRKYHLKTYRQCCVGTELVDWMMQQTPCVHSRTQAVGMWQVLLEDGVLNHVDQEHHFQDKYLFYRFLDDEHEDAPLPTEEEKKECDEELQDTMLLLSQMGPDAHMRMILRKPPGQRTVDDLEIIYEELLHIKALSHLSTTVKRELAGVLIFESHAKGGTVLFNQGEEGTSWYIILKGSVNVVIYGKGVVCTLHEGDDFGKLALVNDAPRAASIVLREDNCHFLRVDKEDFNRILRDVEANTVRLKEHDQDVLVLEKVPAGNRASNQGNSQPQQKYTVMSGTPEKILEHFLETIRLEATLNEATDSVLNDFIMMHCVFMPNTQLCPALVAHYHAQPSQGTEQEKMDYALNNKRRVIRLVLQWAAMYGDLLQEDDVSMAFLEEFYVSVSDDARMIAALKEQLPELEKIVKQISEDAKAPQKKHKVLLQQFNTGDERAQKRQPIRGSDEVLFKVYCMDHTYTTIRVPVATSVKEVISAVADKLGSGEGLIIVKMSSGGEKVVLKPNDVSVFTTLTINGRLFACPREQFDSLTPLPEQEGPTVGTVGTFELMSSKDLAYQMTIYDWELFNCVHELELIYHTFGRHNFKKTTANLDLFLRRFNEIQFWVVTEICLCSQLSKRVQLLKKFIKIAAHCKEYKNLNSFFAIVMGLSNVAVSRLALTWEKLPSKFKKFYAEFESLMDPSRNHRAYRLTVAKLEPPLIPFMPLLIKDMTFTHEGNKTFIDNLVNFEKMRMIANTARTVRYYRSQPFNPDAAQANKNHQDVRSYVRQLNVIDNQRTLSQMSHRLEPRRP
#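 Exchange assay: 100 nM EPAC2 with 250 nM Rap1B-BODIPY-GDP and 50 uM GDP. Fluorescence (ex 480/em 540 nm) read every 5 min for 30 min at room temperature. Data normalized to 6.5 mM cAMP as agonist control.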
# TDP43 rescue = rescues yeast growth from TDP-43 toxicity | TDP-43 expressing yeast growth rescue, BacTiter-Glo, 24 h | Potency, µM (titrated, usually from 46.1 µM), without a hit: top-dose growth rescue (activation), most hits filed as activators | 410,000 compounds, 1.8% hits | AID 652104; also: % of control where 0% means no effect; nearly all actives have a fitted effect of over 50% in size
#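 Yeast cells expressing TDP-43 under galactose induction are exposed to compounds for 24 hr at 30 deg C. BacTiter-Glo luminescence measures growth, so protective compounds score as activators.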
# PTHR1 agonist = PTHR1 (human) receptor agonism; Q03431; HEK293 GP2 PTHR1 cells, GloSensor cAMP luminescence, 1 h; 410,000 compounds, 0.075% hits; Potency, µM (titrated, usually from 115 µM), for inactives: top-dose activation, hits mostly activators; AID 743266; also: nearly all actives have a fitted effect of over 55% in size; some results filed as inactive show a strong effect at the top dose; inactives centre near -15; many of its hits are not listed in these tables
#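 HEK-293-derived GP2 cells expressing PTHR1 and a GloSensor cAMP reporter, 3,000/well, plated overnight, given luciferin plus IBMX (each 0.5 mM as added) for 1 h at 37 °C, then compound for 1 h at 37 °C. Luminescence was read after 15 min at room temperature.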
# aSyn yeast inh = inhibitors of alpha-synuclein toxicity in yeast. Yeast expressing alpha-synuclein, growth rescue, BacTiter-Glo, 24 h. Potency, µM (highest dose often 46.1 µM), inactives show at the highest dose growth rescue (activation), hits mostly activators. 370,000 compounds, 0.14% hits; also: % of control where 0% means no effect; nearly all actives have a fitted effect of over 65% in size
#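 Readout is rescue of growth in alpha-synuclein-expressing yeast, so inhibitors of toxicity appear as activators. Growth after 24 hr at 30 deg C in galactose medium is quantified by luminescence.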
# FUS suppressor = rescues growth of FUS-expressing yeast. Potency, µM (highest dose often 76.6 µM), inactives show at the highest dose growth rescue (activation), most hits filed as activators. S. cerevisiae FUS-expressing, growth rescue, OD600, 24 h. 390,000 compounds, 0.24% hits. AID 1347120;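 also: plate controls were DMSO vehicle for no effect and reference control for full effect; nearly all actives have a fitted effect of over 55% in size; some results filed as inactive show a strong effect at the top dose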
#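 Toxicity suppression screen in FUS-yeast. Cells induced with 2% galactose, starting OD 0.005, treated 24hr at 30C with compounds at multiple final concentrations; growth by OD600.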
# EPAC2 antagonist = blocks human EPAC2 exchange factor; 360,000 compounds, 0.18% hits; AID 720708; Potency, µM (series often up to 114 µM), without a hit: top-dose activity, negative = inhibition, usual class: inhibitors; EPAC2 GEF exchange of Rap1B-BODIPY-GDP, fluorescence; also: % is scaled to controls: 0 for no effect and ±100 for the full control effect; nearly all actives have a fitted effect of over 45% in size; many of its hits are not listed in these tables
# * = called active by the depositor; i = inactive; ? = inconclusive; . = no result given; & = joins results of further samples; [ ] = another dose, or the depositor's remark. Calls follow the shape of the dose curve; as a rule, active = well fitted curve in the direction sought with a large enough effect; inconclusive = small, poorly fitted or top-dose-only effect, or another doubt; inactive = no such curve, though single readings can be large; an effect the other way counts as inactive or inconclusive. Potency is read from the fitted curve at half-maximal effect. Not all compounds are listed; rates above refer to the full screens.
SMILES,EPAC1 antagonist,EPAC1 ag,EPAC2 agonist,TDP43 rescue,PTHR1 agonist,aSyn yeast inh,FUS suppressor,EPAC2 antagonist
FC(F)(F)c1ccc2c(c1)NP(=S)(N1CCOCC1)c1nccn1-2 (configuration not stated),4.9%,-1.3%,10.8%,-15.2%,-13.2%,-3.9%,-2.8%,-0.3%
O=C(Cn1c(=O)n(CC2CS2)c2ccccc21)N1CCCCCC1 (configuration not stated),4.9%,4.2%,2.9%,4.4%,i,-1.4%,-7.5%,9.1%
CCN1CCc2ccccc2C1,-21.8%,-0.3%,14.1%,-22.4%,8.5%,-11.9%,-8.5%,18.3%
O=C(NCC1=C(c2ccc3ccccc3c2)C[C@@H]2CC[C@H]1N2Cc1ccco1)c1cccs1,-8.2%,11.0%,15.5%,21.1%,-5.8%,3.55µM*,3.4%,-9.8%
O=[N+]([O-])c1ccc(N2CCCNCC2)c2ncccc12,-14.6%,-0.2%,4.7%,8.5%,i,-5.4%,10.1%,-8.2%
Cc1ccccc1NC(=O)Cc1nc(COC(=O)Cc2ccccc2)cs1,6.2%,-0.3%,7.1%,28.5%,-22.3%,1.0%,15.2%,2.2%
CCC1(NS(=O)(=O)c2ccc(N)cc2)C(=O)N(C)C(=O)N(C)C1=O,-8.1%,1.3%,-1.8%,20.8%,i,-8.7%,.,0.0%
C=CP(=O)(O)c1ccccc1,-10.7%,2.3%,-1.8%,15.1%,i,0.2%,-65.8%,-1.8%
C(#CCN1CCOCC1)COCC#Cc1ccccc1,-1.2%,0.4%,6.8%,-22.9%,i,-15.8%,14.1%,7.3%
O=[N+]([O-])c1cccc2c([As](=O)(O)O)cccc12,-5.0%,5.0%,4.5%,2.7%,i,3.7%,-6.8%,-1.1%
CCCCn1c(O)c(/C=C2/C=CC=N2)c(=O)[nH]c1=O,-11.1%,0.7%,-0.8%,4.7%,i,-11.4%,3.8%,2.4%
CC(=O)CC(c1ccccc1)c1c(O)c2ccccc2oc1=O (configuration not stated),-15.4%&2.6%&4.7%,-5.6%&-25.5%&-17.9%,1.5%&-7.1%&-7.2%,29.6%&10.4%&12.9%,-2.6%&-31.9%&-9.0%,-0.3%&1.2%&5.2%,-8.9%&-18.2%&-32.1%,-9.0%&9.9%&20.4%
NNC(N)=O,8.6%,-14.9%,1.8%,16.4%,-9.2%,3.5%&-2.5%,-31.7%,39.6%[activator]
Cc1cc(C)c(Cn2c(C(=O)O)c(C=O)c3ccccc32)c(C)c1,0.0%,29.3%,?,5.7%,-22.9%,-9.6%,-21.5%,5.9%
CC1CC2C(C(O)CC3(C)C(O)CCC23)C2(C)CCC(=O)C=C12 (configuration not stated),1.1%,-4.0%,2.3%,-8.5%,i,-5.3%,5.7%,0.9%
Cc1c(C)c2cc(Cl)c(OCC(=O)N3C[C@H]4C[C@@H](C3)c3cccc(=O)n3C4)cc2oc1=O,0.5%,-6.5%,7.8%,-7.2%,i,2.6%,4.4%,-5.6%
Cc1cccc(CN2CCCC(C(=O)c3ccc(C(F)(F)F)cc3)C2)n1 (configuration not stated),-29.9%,-12.3%,-3.5%,-7.3%[0.397 µM],-12.9%,5.6%,-5.3%,-0.9%
O=C(c1ccccc1)C(Cc1ccccc1)N1CCOCC1 (configuration not stated),-13.1%,-11.7%,16.7%,20.3%,i,6.3%,.,-0.7%
CCCCC[C@H]1CCCCC[C@H](O)C[C@H](O)[C@@H](O)/C=C/C(=O)O1,-5.1%,-17.7%,-14.4%,20.6%,-20.3%,8.3%,20.8%,4.3%
CO[C@@H]1C=CC23c4cc5c(cc4CO[C@]2(O)CN(C)[C@H]3C1)OCO5 (some centres not stated),-9.7%,-8.9%,2.9%,-1.0%,-13.0%,-3.9%,-26.5%,5.2%
Cc1ccc(-c2ccc(=O)n(CCC(=O)N3CCC4(CC3)OCCO4)n2)cc1,-9.1%,-4.5%,3.8%,15.3%,?,-3.8%,7.6%,-1.1%
OCCN1CCN(CCCN2c3ccccc3Sc3ccc(C(F)(F)F)cc32)CC1,-15.7%,-16.7%,5.5%,14.8%,i,-2.7%&-16.6%,0.2%,?
COc1cc(C)c(CNCCc2c[nH]c3ccccc23)cc1C,4.3%,-0.6%,5.2%,3.7%,i,-0.2%,-21.1%,14.1%
CC(C)OC(=O)Nc1ccc(N=C(N)N[N+](=O)[O-])cc1,8.5%,4.3%,-1.8%,2.4%,i,-7.8%,8.8%,0.0%
CC(C)[C@H]1C(=O)N2CCC[C@H]2[C@]2(O)O[C@](NC(=O)[C@@H]3C=C4c5cccc6[nH]cc(c56)C[C@H]4N(C)C3)(C(C)C)C(=O)N12,?,-14.4%,10.8%,15.7%,16.9%,8.6%,?,7.7%
CN1CCN(CC#CCOc2ccc(Cl)cc2)CC1,-27.0%,14.5%,5.7%,-7.1%,i,-9.3%,-18.7%,4.1%
COc1ccc(-n2c(/C=C/c3ccc(O)c(OC)c3)nc3ccccc3c2=O)cc1,6.2%,2.2%,-3.4%,?,-20.5%,15.0%,6.8%,-10.2%
CC(C)n1c(=O)c(C=Nc2cccc([N+](=O)[O-])c2)c(O)n(CCc2ccccc2)c1=O,-5.6%,2.1%,11.3%,-4.7%,i,9.5%,.,10.6%
C/C=C(\C)C(=O)N[C@@H](c1ccccc1)[C@@H](O)C(=O)O[C@H]1C[C@@]2(O)[C@@H](OC(=O)c3ccccc3)C3[C@](C)(C(=O)[C@H](O)C(=C1C)C2(C)C)[C@@H](O)C[C@H]1OC[C@@]31OC(C)=O (some centres not stated),10.9%,-13.0%,-0.8%,1.2%,-24.5%,-7.8%,25.2%,-0.6%
CCCCCn1c(N)c(C(=O)NCCN2CCOCC2)c2nc3ccccc3nc21,-12.7%,7.2%,-11.5%,-13.3%,3.9%,-8.0%,8.9%,-3.5%
O=C(Nc1ccncc1)c1cccn(Cc2ccccc2)c1=O,-7.2%,2.5%,-2.0%,-5.3%,-28.4%,-1.0%,-27.8%,0.2%
CCN1CCC2(CC1)NC(=O)c1ccccc1O2,11.5%,-13.1%,-1.7%,2.5%,-20.6%,-2.3%,-25.5%,-0.5%
CCOC(=O)[C@]12Cc3cc(OC)ccc3[C@H]1N(C(C)C)C(=O)c1ccccc12,-7.4%,-7.1%,-3.8%,-64.3%[inhibitor],-93.7%[inhibitor],-56.6%[inhibitor],6.7%,?
c1ccc2c(CCNC3=NCCC3)c[nH]c2c1,-0.5%,-6.0%,5.9%,-8.4%,-4.8%[57.5 µM],-3.2%,13.6%,5.1%
COc1ccc(CC2C(=O)NC(C)C(=O)N(C)C3C(=O)N(C)C(Cc4ccc(O)c(c4)Oc4ccc(cc4)C3O)C(=O)NC(C)C(=O)NC(C)C(=O)N2C)cc1 (configuration not stated),4.8%,1.3%,-1.7%,14.0%,i,2.6%,.,6.8%
C=CCn1c(O)c(/C=N/NC(=O)c2ccncc2)c(=O)[nH]c1=O,9.7%,3.3%,4.3%,16.1%,i,-0.7%,3.7%,-0.2%
Cc1sc2ncnc(N3CCN(S(=O)(=O)c4ccc(Br)cc4)CC3)c2c1C,-1.5%,5.9%,10.9%,16.7%,-57.9%[inhibitor],-4.6%,.,13.0%
Nc1ccc(CCN2CCN(c3cccc(C(F)(F)F)c3)CC2)cc1,-16.1%,-24.6%,5.3%,8.1%,-29.7%,-5.2%&0.2%,-24.7%,0.0%
CC1CN(c2ccc([N+](=O)[O-])c(N3CCCCC3)c2)CCN1 (configuration not stated),-11.2%,-7.5%,5.0%,-16.2%[1.82 µM],-4.3%,-1.2%,11.8%,0.6%
CC1(C)CC(=O)C(C=NCCN2CCN(C(=O)Cc3ccccc3)CC2)=C(O)C1,-12.3%,-0.5%,-3.0%,18.5%,i,-1.2%,13.8%,-3.0%
Cc1nc2c(c(=O)[nH]1)C(c1ccccc1Cl)c1c(c3ccccc3oc1=O)O2 (configuration not stated),2.6%,19.2%,6.4%,17.7%,i,2.5%,-24.0%,1.2%
COc1cc(O)cc2c1cc([N+](=O)[O-])c1c(C(=O)O)cc3c(c12)OCO3,-10.6%,-5.8%,8.9%,21.1%,-24.8%,0.4%,7.0%,4.3%
COC(=O)C(O)(c1ccc(NC(=O)c2ccccc2)cc1)C(F)(F)F (configuration not stated),2.8%,-4.1%,5.4%,7.4%,-18.8%,2.5%,-0.2%,-4.2%
O=[N+]([O-])c1ccc(N2CCCC2)c(F)c1Br,-8.3%,2.6%,1.1%,-3.2%[0.397 µM],-4.0%,10.1%,-6.5%,10.8%
O=C(Nc1ccc(Cl)cc1)N1CC2CC(C1)c1cccc(=O)n1C2 (configuration not stated),7.4%,11.7%,2.5%,-4.5%,-11.2%,-5.1%,.,4.6%
Cn1nnc(CC[N+](C)(C)C)n1,-15.1%,-6.7%,-0.4%,-13.3%,-13.1%,-1.1%,26.7%,27.0%
COC(=O)C1=C(c2ccc(C(C)=O)cc2)C[C@@H]2CC[C@H]1N2C(=O)NCc1ccc2c(c1)OCO2,14.7%,-5.8%,6.4%,3.8%,i,-2.7%,1.4%,-0.5%

# Entries of single compounds, quoted from the list. Values in the order: EPAC1 antagonist	EPAC1 ag	EPAC2 agonist	TDP43 rescue	PTHR1 agonist	aSyn yeast inh	FUS suppressor	EPAC2 antagonist
# `COc1ccc(CC2C(=O)NC(C)C(=O)N(C)C3C(=O)N(C)C(Cc4ccc(O)c(c4)Oc4ccc(cc4)C3O)C(=O)NC(C)C(=O)NC(C)C(=O)N2C)cc1` (configuration not stated) as listed: 4.8%	1.3%	-1.7%	14.0%	i	2.6%	.	6.8%
# `CCOC(=O)[C@]12Cc3cc(OC)ccc3[C@H]1N(C(C)C)C(=O)c1ccccc12` as listed: -7.4%	-7.1%	-3.8%	-64.3%[inhibitor]	-93.7%[inhibitor]	-56.6%[inhibitor]	6.7%	?
# `COc1cc(O)cc2c1cc([N+](=O)[O-])c1c(C(=O)O)cc3c(c12)OCO3` as listed: -10.6%	-5.8%	8.9%	21.1%	-24.8%	0.4%	7.0%	4.3%
# `Cn1nnc(CC[N+](C)(C)C)n1` as listed: -15.1%	-6.7%	-0.4%	-13.3%	-13.1%	-1.1%	26.7%	27.0%
# `CC1(C)CC(=O)C(C=NCCN2CCN(C(=O)Cc3ccccc3)CC2)=C(O)C1` as listed: -12.3%	-0.5%	-3.0%	18.5%	i	-1.2%	13.8%	-3.0%

# High-throughput results as filed in PubChem.
